S3 lipid droplet – qHTS Assay for Lipid Storage Modulators in Drosophila S3 Cells | AID 2685 | hit rate 0.64% among 320,000 | Drosophila S3 cells, BODIPY lipid droplet fluorescence, 18-24 h; cells fed with added oleic acid | Potency in µM for hits, for the others lipid storage change, negative = inhibition, % at the top dose, mostly 46.1 µM; active = well fitted inhibition curve with a large enough effect in the signal ratio, with a control signal flat, not every such curve was filed as active; inconclusive = small, poorly fitted or top-dose-only effect, or effect the other way, or a change in a side signal; the % refers to the signal ratio
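Laser-scanning cytometry quantifies lipid droplet accumulation (500–530 nm total intensity; droplet/cell object ratio) in oleic acid-fed (400 uM added) Drosophila S3 cells treated with a concentration series. 20 uM Triacsin C defined 100% inhibition.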
S3 lipid droplet cell count max – recorded beside S3 lipid droplet, whose call it bears; cell number change, %; measured here: cell count max response;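 cells counted by Cell Tracker Red CMTPX staining in the red channel; peak over a dose series mostly up to 46.1 µM; percent activity relative to internal control wells on each plate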
The depositor's hits bear a star; i = inactive; ? = inconclusive; · = no result given; [ ] = remark or other dose. % is scaled to controls: 0 for no effect and ±100 for the full control effect; potency is read from the fitted curve at half-maximal effect. Some of the compounds tested; the hit share may differ from the screen's.

S3 lipid droplet	S3 lipid droplet cell count max	smiles
?	·	CN1C(N)=NC(=O)/C1=C/c1ccc(F)cc1
i	·	Cc1cc(NCc2ccccn2)nc2ccccc12
?	·	C=CCOC(=O)C(C#N)c1nc2ccccc2nc1N1CCN(c2ccccc2OCC)CC1 (stereo unspecified)
15.4%	2.6	CCOC(=O)c1sc(NS(=O)(=O)c2ccccc2Cl)nc1C
?	·	O=c1nc(SCc2c(F)cccc2Cl)nc(-c2ccccc2)[nH]1
i	4.3	O=C(CSc1nnc(-c2ccncc2)s1)Nc1ccc(Cl)c(C(=O)O)c1
3.7%	2.0	CC(C)(C)Cc1nnc(NC(=O)Cc2ccc([N+](=O)[O-])cc2)s1
-6.9%	-13.9	CCN(CC)c1ccc(NC(=O)Nc2ccc(C(C)=O)cc2)cc1
?	·	O=C(O)C1CCN(C(=O)c2csc(-c3ccc4c(c3)CCO4)n2)CC1
?	·	O=C(CN1C2=NCCN2c2ccccc21)c1ccco1
?	·	Cc1ccnc(NC(=O)c2cc3ccccc3o2)c1
?	·	Cc1nn(C(C)(C)C)c(OC(=O)c2cccs2)c1Sc1ccccc1

Other structures follow.
S3 lipid droplet	S3 lipid droplet cell count max	smiles
-11.4%	-9.6	CC(=O)c1ccc(N2CCN(C(=O)c3cccs3)CC2)c(F)c1
?	·	CC1=NN(C(=O)Cc2ccc([N+](=O)[O-])cc2)C(O)(c2cccnc2)C1 (stereo unspecified)
?	·	COCC(C)NC(=O)CSc1nc2cc(S(=O)(=O)N3CCCCC3)ccc2o1 (stereo unspecified)
2.4%	-14.2	COc1ccc(C2CC(=O)N3C(=C2C#N)SCC3(O)c2ccccc2)cc1 (stereo unspecified)
11.9%	-12.7	Cc1cc(NS(=O)(=O)c2ccc(NC(=O)/C=C/c3c(F)cccc3Cl)cc2)no1
?	·	O=C1CN(C(=O)COC(=O)CNS(=O)(=O)c2ccccc2)c2ccccc2N1
-1.6%	16.2	CCNC(=S)N1CCC(C(=O)c2ccc(Cl)cc2)CC1
?	·	COC(=O)c1sccc1NC(=O)CSc1ccccc1NS(=O)(=O)c1cc(Cl)ccc1Cl
i	·	Brc1ccc(C2=Nn3cnnc3SC2)cc1
1.4%	19.8	Cc1ccc(OCC(=O)c2c(N)n(C)c(=O)n(C)c2=O)c([N+](=O)[O-])n1
?	·	S=C(c1ccc(N2CCCC2)c(Br)c1)N1CCCCC1
?	·	CC(C(=O)NCC1CCCO1)N1C(=O)C2C3CC(C(Br)C3Br)C2C1=O (stereo unspecified)

Carrying on.
S3 lipid droplet	S3 lipid droplet cell count max	smiles
?	·	CCN(CC)S(=O)(=O)c1cccc(-c2nnc(SCC#N)n2Cc2ccccc2)c1
-19.3%	·	O=C(O)C1=CCCN(CCON=C(c2ccccc2)c2ccccc2)C1
?	·	O=C(c1ccc2c(=O)n3c(nc2c1)CCCCC3)N1CCN(C(c2ccccc2)c2ccccc2)CC1
1.4%	7.4	Cc1[nH]nc(SCC(=O)NCC(C)C)c1[N+](=O)[O-]
i	·	Cc1c(C=O)c(C=O)c(C)n1Cc1ccccc1
5.1%[0.0737 µM]	·	CCN(CC)CCCn1c2c(c(SCC(=O)Nc3cc(C)on3)nc1=O)CCC2
i	·	Cc1ccc(NC(=O)N(CCC(=O)O)Cc2ccccc2)cc1
3.7%	9.3	CCOc1c(Br)cc(C2NC(=O)CCC2[N+](=O)[O-])cc1OC (stereo unspecified)
4.3%	2.1	COc1ccc(NC(=O)c2cc(OC)c(OC)c(OC)c2)cn1
2.1%	7.0	Cc1ccc(S(=O)(=O)N(C)C)cc1NC(=O)COC(=O)c1ccc2c(c1)NC(=O)CS2
8.9%	-1.2	CCN(CC)c1ccc(NC(=O)COC(=O)CSc2ccc(Br)cc2C)cc1
?	·	Cc1[nH]c2ccc(-c3n[nH]c(=S)n3-c3ccccc3)cc2c1C

(next part)
S3 lipid droplet	S3 lipid droplet cell count max	smiles
?	·	Cc1cc(COc2ccccc2O)on1
22.8%	1.7	Cn1nc(C(=O)N2CCN(S(=O)(=O)c3ccccc3)CC2)c2ccccc2c1=O
2.1%	7.4	Nc1nc(Nc2cccc(Cl)c2)n[nH]1
i	22.3	COc1ccc(NC(=S)N2CCN(Cc3cccc(F)c3)CC2)c(OC)c1
i	·	COc1ccc(C(=O)NC2CCN(C(=S)Nc3cc(C)ccc3C)CC2)cc1
21.4%	-1.7	CCNC(=O)NCCc1c[nH]c2ccc(Cl)cc12
?	·	N#Cc1c(N)nc2c3c(sc(=N)c2c1N)NC(=O)CC3c1ccccc1 (stereo unspecified)
?	·	CCOC(=O)C(NC(=O)Nc1ccc(F)cc1F)(Oc1ccccc1)C(F)(F)F (stereo unspecified)
-15.8%	·	Cc1ccc(-n2c(N)c(C(=O)NCc3cccnc3)sc2=S)cc1
-2.0%	-6.3	CCOC(=O)C1CCC(CNCc2ccccc2C)CC1 (stereo unspecified)
i	-4.2	CCc1nnc(NC(=O)CSc2nnc(-c3ccoc3C)n2-c2ccc(C)cc2)s1
i	·	O=C(O)c1ccc(NS(=O)(=O)c2ccc3c(c2)OCCCO3)cc1

(cont.)
S3 lipid droplet	S3 lipid droplet cell count max	smiles
-3.2%	-2.2	CCCc1n[nH]c(=S)n1Cc1ccco1
20.3%	-3.2	COc1ccc(-c2cc(C(=O)N3CC4(C)CC3CC(C)(C)C4)no2)cc1OC (stereo unspecified)
?	·	CC(=O)Nc1ccc(/C(C)=N/NC(=O)C2CC2c2ccccc2)cc1 (stereo unspecified)
?	·	O=C(COC(=O)c1ccc(OC(F)F)cc1)Nc1cccc(S(=O)(=O)NC2=NCCC2)c1
?	·	CN(Cc1c(F)cccc1Cl)C(=O)c1ccc(NS(=O)(=O)c2ccc3[nH]c(=O)[nH]c3c2)cc1
?	·	CC#C[C@]1(O)CC[C@H]2[C@@H]3CCC4=CC(=O)CCC4=C3[C@@H](c3ccc(N(C)C)cc3)C[C@@]21C
?	·	CCC(C)NC(=O)CN1C(=O)CC(C)(C)S(=O)(=O)c2ccccc21 (stereo unspecified)
12.7%	·	O/N=C1\CCCc2c1nc(-c1ccccc1F)n2O
-3.6%	13.5	COc1ccc(Cl)cc1S(=O)(=O)N(C)CC(=O)NCc1ccc2c(c1)OCO2
?	·	Cc1ccc(S(=O)(=O)Nc2cc(S(=O)(=O)N3CCCCC3)ccc2N2CCOCC2)cc1
-8.2%	-3.6	COc1ccc(CCC(=O)Nc2nccs2)cc1OC
?	·	Cc1ccc(Cl)cc1NC(=O)Cn1c(C)csc1=O

Sorted by the number under S3 lipid droplet (high to low): some entries from above
S3 lipid droplet	S3 lipid droplet cell count max	smiles
20.3%	-3.2	COc1ccc(-c2cc(C(=O)N3CC4(C)CC3CC(C)(C)C4)no2)cc1OC (stereo unspecified)
12.7%	·	O/N=C1\CCCc2c1nc(-c1ccccc1F)n2O
-3.6%	13.5	COc1ccc(Cl)cc1S(=O)(=O)N(C)CC(=O)NCc1ccc2c(c1)OCO2

Following part.
S3 lipid droplet	S3 lipid droplet cell count max	smiles
?	·	COc1ccc([C@H]2CC(=O)C=C(c3cccc(Cl)c3)C2)cc1
0.8%	15.8	CCOc1ccc(CCNC(=O)C2CCN(S(=O)(=O)N3CCOCC3)CC2)cc1OCC
i	-23.0	CC1=NN(c2ccccc2)C(=O)/C1=C/c1ccc(Cl)cc1
-22.0%	·	CCCN(CC(=O)Nc1ccccc1C)C(=O)c1cccc(-n2cnnn2)c1
?	·	CCc1ccc(C(=O)Nc2cccc(-c3nn[nH]n3)c2)s1
?	·	COc1ccc(/C=C2\SC(=S)N(CCC(=O)NC3CCCC3)C2=O)cc1OC
?	·	CCOC(=O)c1c(NC(=S)NC)sc2c1CCCC2
i	-13.5	COc1ccccc1-n1c(SCC(=O)Nc2ccccc2F)nc2[nH]ncc2c1=O
6.2%	20.0	Cc1ccc(N2CCN(C(=O)c3nn(C)c4c3CS(=O)(=O)c3ccccc3-4)CC2C)cc1 (stereo unspecified)
?	·	COc1ccc(O)c(/C=N/Nc2nc(Nc3ccccc3)nc(-n3nc(C)cc3C)n2)c1
5.2%	4.0	O=C(CNC(=O)c1cccc(Cl)c1)Nc1ccc(F)c(F)c1F
-3.7%	7.8	O=C(CNC(=O)c1cccs1)OCC(=O)c1ccc(Br)cc1

Other compounds:
S3 lipid droplet	S3 lipid droplet cell count max	smiles
?	·	CSc1ccc(CCNC(=O)c2cccc3c2C(=O)N(C2CCCCC2)C3)cc1
1.0%	5.3	Cc1cc2nc(-c3ccc(SCC(=O)Nc4ccc(S(=O)(=O)N5CCCC5)cc4)nc3)[nH]c2cc1C
?	·	C/C(=N\NC(=O)CNC(=O)c1ccc(F)cc1)c1ccco1
-10.3%	-9.6	CCCc1nc(SCc2ccc(OCC)cc2)n[nH]1
11.1%	-5.7	COC(=O)c1ccc(NC(=O)CCS(=O)(=O)c2ccc(Br)s2)cc1
?	·	COc1ccc(-n2ccc(=O)c3c2CCCC3=O)cc1
i	·	CCOc1ccc(C(=O)N[C@H](C(=O)Nc2ccc(OC)c(S(=O)(=O)N3CCOCC3)c2)C(C)C)cc1
?	·	COC(=O)CSc1nc2ccc(NC(C)=O)cc2s1
?	·	COc1ccc(N(C(=O)c2ccccc2OC(C)=O)C(C)C2CC2)cc1 (stereo unspecified)
?	·	CC(=O)N1CCN(C(=O)c2cc(C)nc3ccccc23)CC1
?	·	COc1cc(/C=C/C(=O)c2ccc([N+](=O)[O-])o2)ccc1O
-22.4%	·	CN(C)C(=O)c1noc2cc([N+](=O)[O-])ccc12

Entries from the list above that have bromine (seven):
S3 lipid droplet	S3 lipid droplet cell count max	smiles
i	·	Brc1ccc(C2=Nn3cnnc3SC2)cc1
?	·	S=C(c1ccc(N2CCCC2)c(Br)c1)N1CCCCC1
?	·	CC(C(=O)NCC1CCCO1)N1C(=O)C2C3CC(C(Br)C3Br)C2C1=O (stereo unspecified)
3.7%	9.3	CCOc1c(Br)cc(C2NC(=O)CCC2[N+](=O)[O-])cc1OC (stereo unspecified)
8.9%	-1.2	CCN(CC)c1ccc(NC(=O)COC(=O)CSc2ccc(Br)cc2C)cc1
-3.7%	7.8	O=C(CNC(=O)c1cccs1)OCC(=O)c1ccc(Br)cc1
11.1%	-5.7	COC(=O)c1ccc(NC(=O)CCS(=O)(=O)c2ccc(Br)s2)cc1

Other structures:
S3 lipid droplet	S3 lipid droplet cell count max	smiles
?	·	COc1ccc(/C=N/S(=O)(=O)c2ccccc2)cc1OC
i	·	Cc1cccc(NC(=O)c2ccc(S(=O)(=O)N(C)C)cc2)c1
?	·	CC(CCc1ccccc1)NC(=O)c1ccc2nc(N3CCOCC3)sc2c1 (stereo unspecified)
-15.1%	-17.0	COc1ccc(/C=C/c2nnc(NC(=O)CSc3ccc(C)cc3)s2)cc1
?	·	Cc1onc(-c2ccccc2Cl)c1C(=O)Nc1cccc(-c2cn3cccnc3n2)c1
i	16.8	CCOC(=O)C1CCCN(C(=O)Cn2ncc3c([nH]c4ccccc43)c2=O)C1 (stereo unspecified)
?	·	Cc1ccc(C2NC(=S)NC3=C2C(=O)CCC3)cc1 (stereo unspecified)
i	-7.8	CCc1ccccc1N1CC(C(=O)Nc2nccs2)CC1=O (stereo unspecified)
?	·	O=C(CCCCO)CCCCCCCC[C@H]1N[C@H](CO)[C@H](O)[C@@H]1O[C@@H]1O[C@H](CO)[C@@H](O)[C@H](O)[C@H]1O
?	·	COc1ccc(NC(=O)COc2cccc3c2OC(C)(C)C3)cc1OC
?	·	CC(Oc1ccccc1Cl)C(=O)Nc1ccc(S(=O)(=O)Nc2nccs2)cc1 (stereo unspecified)
?	·	Cc1ccc(S(=O)(=O)NCc2cn3ccsc3n2)c(C)c1

Next part.
S3 lipid droplet	S3 lipid droplet cell count max	smiles
i	·	CC(On1c(-c2ccccc2)nc2ccc(Cl)cc21)C(=O)O (stereo unspecified)
26.6%	4.8	Cc1cccc(OCCCC(=O)N2CCCCCC2)c1C
1.0%	1.2	Cc1c(N2C(=O)/C(=C\C3CC=CCC3)SC2=S)c(=O)n(-c2ccccc2)n1C (stereo unspecified)
?	·	Cc1ccccc1CCNC(=O)Cn1ccc2cc(S(=O)(=O)N3CCCC3)ccc21
?	·	COc1ccccc1C(=O)n1nc(-c2ccc(Cl)cc2)nc1N
-14.5%	12.1	COc1cccc(NC(=O)[C@H](CC(C)C)NC(=O)N2CCn3c2nc2ccccc23)c1
-1.8%	-16.0	COCCNC(=O)c1cc2c(-c3ccccc3F)nn(C)c2s1
?	·	Cc1nc2ccccc2c2oc(C(=O)NCc3ccc4c(c3)OCO4)cc12
?	·	Cc1cc(Cl)ccc1OCCCC(N)=O
?	·	Cc1ccc(NC(=O)CCC(=O)NNC(=O)c2ccccc2Cl)c(C)c1
?	·	CCN(c1cccc(C)c1)S(=O)(=O)c1cc2c3c(c1)CCC(=O)N3CCC2
?	·	CCOc1ccc(-c2c(C(=O)N/N=C(\C)c3ccco3)nnn2-c2nonc2N)cc1

Next section:
S3 lipid droplet	S3 lipid droplet cell count max	smiles
?	·	Nc1ccc(-n2ccnc2)cc1
10.6%	-1.7	CCOc1ccc(C(=O)NCC(=O)Nc2cc(C)ccn2)cc1OCC
0.4%	1.7	COC(=O)c1cc(S(=O)(=O)N(C)C2CCCCC2)oc1C
?	·	CC(=O)Nc1ccc(S(=O)(=O)N2CCN(c3cnn(C)c(=O)c3Cl)CC2)cc1
?	·	Cn1ncc(Cl)c1C(=O)N1CCc2ccccc21
-10.7%	-17.4	O=C1N/C(=N\N=C\c2cccs2)SC1Cc1cccc(Cl)c1Cl (stereo unspecified)
?	·	CCOC(=O)CCNC(=O)Nc1ccc2nc(C)n(Cc3ccccc3Cl)c(=O)c2c1
?	·	CCOc1ccccc1N1CCN(C(=O)CNC(=O)c2sc3ccccc3c2Cl)CC1
7.8%	-2.8	COc1ccc(-c2nc3ccccc3c(=O)n2NC(=S)N(C)C)cc1

Screens from PubChem.
